SARS 3CLpro inh – SARS-CoV 3CLpro protease inhibitors, primary screen, biochemical, quenched FRET; Replicase polyprotein 1ab (Severe acute respiratory syndrome coronavirus), P0C6X7; recombinant SARS-CoV 3CLpro, quenched FRET peptide cleavage; inhibition, % at 6 µM; 290,000 tested, 0.14% active; AID 1706, 2009; in the data active = inhibition above about 12%
TcdB GH inh – TcdB glycohydrolase inhibitors, primary screen, biochemical, single point, plate reader. Toxin B (Clostridioides difficile), P18177. TcdB glycohydrolase enzymatic assay. inhibition, % at 9.99 µM. 350,000 tested, 0.24% active; in the data active = inhibition above about 10%
Y pestis TopoI – Yersinia pestis topoisomerase I inhibitors, primary screen, biochemical, cleavage product accumulation, plate reader, single point; DNA topoisomerase I (Yersinia pestis CO92); Y. pestis Topo-I cleavage product accumulation; activity, % at 10 µM; 360,000 tested, 0.064% active; in the data active = activity above about 50%, passing the limit was not always enough; also: inactives centre near 2
BH1578 lux ind – inducers of Vibrio cholerae quorum light production without autoinducers, primary screen, BH1578 luxS cqsA deficient, single point; V. cholerae BH1578 lux reporter, luminescence, 6 h; activation, % at 18.7 µM; 350,000 tested, 0.16% active; AID 588436, 2011; in the data active = activation mostly above about 9.7%, no sharp cut-off; also: not every result past the cut was called active; inactives centre near 0; reference of the scale not given here
Anthrax LF inh2 – Bacillus anthracis LF protease inhibitors, primary screen, biochemical, multiplex microsphere, MLPCN library; Lethal factor (Bacillus anthracis), P15917; multiplex microsphere protease cleavage assay; inhibition, % at 10 µM; 360,000 tested, 0.12% active; AID 588501, 2011; in the data active = inhibition above about 30%; also: plate controls were buffer without enzyme for full effect and enzyme alone for no effect
MazEF act – activators of E. coli MazEF toxin-antitoxin RNase, primary screen, biochemical, fluorescence, uHTS; Endoribonuclease toxin MazF (Escherichia coli (strain K12)), P0AE70; FAM/BHQ RNA-DNA oligo cleavage fluorescence, 5 h; activation, % at 20 µM; 350,000 tested, 0.32% active; AID 504720, 2011; in the data active = activation above about 50%
Target sequence (P0AE70 whole entry, looked up): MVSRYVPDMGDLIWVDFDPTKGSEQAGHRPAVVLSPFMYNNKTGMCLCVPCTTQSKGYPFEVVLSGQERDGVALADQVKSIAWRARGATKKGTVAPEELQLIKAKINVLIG
VHR inh abs – VHR1 phosphatase inhibitors, primary screen, biochemical, absorbance, uHTS. Dual specificity protein phosphatase 3 (Homo sapiens), P51452. recombinant VHR phosphatase, pNPP absorbance. inhibition, % at 13.3 µM. 290,000 tested, 0.52% active; in the data active = inhibition above about 50%; also: some compounds called inactive have numbers as strong as hits
Target sequence (P51452 whole entry, looked up): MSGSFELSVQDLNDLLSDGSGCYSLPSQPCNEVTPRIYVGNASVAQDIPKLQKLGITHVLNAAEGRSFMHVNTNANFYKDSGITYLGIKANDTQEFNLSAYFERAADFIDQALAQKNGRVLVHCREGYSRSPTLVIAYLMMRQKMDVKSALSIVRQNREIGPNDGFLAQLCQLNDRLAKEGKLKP
SSB-PriA inh – inhibitors of Klebsiella pneumoniae PriA binding to SSB C-terminal tail, primary screen, biochemical, AlphaScreen; PriA–SSB C-terminal tail interaction (Klebsiella pneumoniae); AlphaScreen SSBct-PriA binding, biotinylated peptide; inhibition, % at 33 µM; 430,000 tested, 0.6% active; in the data active = inhibition mostly above about 37%, no sharp cut-off; inactive = mostly below about 20%;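 also: plate controls were negative control peptide for no effect and reference peptide for full effect; strong numbers were not always called active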
PfHsp40 yeast – rescue of yeast from PfHsp40 toxicity, primary screen, S. cerevisiae, ATP luminescence; S. cerevisiae expressing PfHsp40, growth rescue; 340,000 tested, 0.68% active; AID 504582, 2011; growth rescue, % at 12.5 µM; in the data active = growth rescue above about 28%, passing the limit was not always enough;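 also: yeast W303a lacking pdr1 and pdr3 grown in galactose medium; growth measured after three days at 30 °C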
Rv3671c protease – Rv3671c serine protease inhibitors, primary screen, biochemical, fluorescence polarization, M. tuberculosis H37Rv; P9WHR9; inhibition, % at 5.96 µM; 320,000 tested, 0.048% active; AID 2606, 2010; in the data active = inhibition above about 38%;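 also: extracellular domain of Rv3671c used as enzyme; 0% = enzyme with DMSO and 100% = no enzyme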
Target sequence (P9WHR9 whole entry, looked up, the tested form may be a part): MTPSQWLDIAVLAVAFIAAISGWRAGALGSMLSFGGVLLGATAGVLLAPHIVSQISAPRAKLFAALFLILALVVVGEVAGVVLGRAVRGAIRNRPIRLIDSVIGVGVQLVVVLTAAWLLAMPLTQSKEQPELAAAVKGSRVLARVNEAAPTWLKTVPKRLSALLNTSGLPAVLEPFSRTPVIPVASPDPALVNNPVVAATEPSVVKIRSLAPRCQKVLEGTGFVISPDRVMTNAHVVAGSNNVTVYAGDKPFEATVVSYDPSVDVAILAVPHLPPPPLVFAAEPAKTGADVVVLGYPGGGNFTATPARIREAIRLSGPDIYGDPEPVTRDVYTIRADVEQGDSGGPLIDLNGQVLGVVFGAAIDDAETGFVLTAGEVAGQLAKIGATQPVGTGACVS
* = called active by the depositor; i = inactive; x = no result given.

A first look:
no.	compound	SARS 3CLpro inh	TcdB GH inh	Y pestis TopoI	BH1578 lux ind	Anthrax LF inh2	MazEF act	VHR inh abs	SSB-PriA inh	PfHsp40 yeast	Rv3671c protease
1	Cc1ccc(N(C(=O)c2csnn2)C(C(=O)NC2CCCC2)c2ccccn2)c(C)c1 (stereo not given)	7	-0.4	7	i	2	0	8	-3	-0.1	0
2	CC(=O)NCCOc1nc(N(C)C)nc(N(C)C)n1	-3	x	7	0.2	-7	-1	6	-2	-0.3	-11
3	O=[N+]([O-])c1ccc(-c2cccnc2)cc1	x	-0.2	-1	-0.8	2	3	x	9	-0.3	x

All compounds of this part, previewed entries included:
no.	compound	SARS 3CLpro inh	TcdB GH inh	Y pestis TopoI	BH1578 lux ind	Anthrax LF inh2	MazEF act	VHR inh abs	SSB-PriA inh	PfHsp40 yeast	Rv3671c protease
1	Cc1ccc(N(C(=O)c2csnn2)C(C(=O)NC2CCCC2)c2ccccn2)c(C)c1 (stereo not given)	7	-0.4	7	i	2	0	8	-3	-0.1	0
2	CC(=O)NCCOc1nc(N(C)C)nc(N(C)C)n1	-3	x	7	0.2	-7	-1	6	-2	-0.3	-11
3	O=[N+]([O-])c1ccc(-c2cccnc2)cc1	x	-0.2	-1	-0.8	2	3	x	9	-0.3	x
4	CN(/N=C/c1ccc(C(C)(C)C)cc1)C1=NCCN1	-2	-1.6	4	i	-2	0	6	x	0.3	6
5	CSc1nsc(SCC(=O)NC2CCCCC2)n1	-2	x	-1	-0.2	0	1	14	-9	-1.7	-6
6	COc1ccc(C2=NOC(C(=O)O)C2)cc1 (stereo not given)	2	-1.9	5	i	2	-3	30	1	-0.9	-2
7	COC(=O)C1=C(C)N=C2SC(C)C(=O)N2C1/C=C/c1ccccc1 (stereo not given)	1	x	3	i	-9	-4	24	7	-0.2	-6
8	NC(N)=NC(N)=Nc1ccc(O)cc1	1	7.4	-8	-0.2	-11	4	27	-3	-0.3	2
9	COc1ccc(N2CCN(S(=O)(=O)CCNC(=O)c3cc(=O)c4ccccc4o3)CC2)cc1	4	0.2	-9	i	-3	6	6	-12	1.1	1
10	CN(C)C(CNC(=O)c1ccc(NS(=O)(=O)c2ccc(F)c(F)c2)cc1)c1ccccc1 (stereo not given)	x	2.5	6	-1.5	5	21	x	0	-0.2	-1
11	CCOc1cc(CNn2nnnc2N)cc(Cl)c1OCC(=O)NC(C)(C)C	2	x	0	i	-3	-2	21	13	-0.1	4
12	N#Cc1cc(Cl)c(N2CCOCC2)cc1C#N	-4	x	2	i	-2	4	22	-2	-2.1	-2
13	Cc1c(F)cccc1NS(=O)(=O)c1ccc2c(c1)NC(=O)CO2	4	1.5	10	-1.3	-1	6	12	-7	-1.6	0
14	CN(C)c1ccc(NC(=O)CC(NCc2ccccn2)C(=O)O)cc1 (stereo not given)	6	x	-8	-0.2	2	3	5	20	0.7	-7
15	CC(=O)Oc1ccc(/C=N/NC2=NS(=O)(=O)c3ccccc32)cc1	-3	-0.2	1	-1.4	-4	-7	30	x	19	-3
16	COc1ccc(NC(=O)CN(C)C(=O)CN2C(=O)NC3(CCCCC3)C2=O)cc1	x	1.0	2	i	4	1	x	3	0.6	1
17	Cc1cc(NC(=O)c2ccc(F)cc2)n(-c2ccccc2)n1	-3	0.0	-1	-0.3	11	9	34	-8	-2.4	-5
18	Cc1nc2ccccc2cc1O	6	x	3	i	0	-5	-24	3	0.6	6
19	COC(=O)[C@H](CC(C)C)NC(=O)Nc1ccc(S(N)(=O)=O)cc1	-5	1.9	2	-0.8	3	3	-1	-10	-0.5	2
20	CC(=O)OCC(=O)[C@H]1CC[C@H]2[C@@H]3CC=C4C[C@@H](O)CC[C@]4(C)[C@H]3CC[C@]12C	3	0.2	2	i	0	-1	1	-3	-0.2	-1
21	O=C1CCC(C(=O)Nc2ccc([N+](=O)[O-])cc2)N1 (stereo not given)	x	-0.8	-3	i	-3	-1	x	-1	-2.3	2
22	CC1CCN(C(=O)c2ccc(S(=O)(=O)NCc3ccco3)cc2)CC1	8	0.6	-2	0.4	-1	3	7	-11	-0.6	2
23	CCOC(=O)c1ccc(NC(=O)CN2C(=O)CSC2=O)cc1	1	x	5	i	1	5	-4	11	-1.6	-4
24	O=C(Cn1ccc(NC(=O)OCc2ccccc2)nc1=O)NCc1ccc2c(c1)OCO2	x	0.2	23	-8.3	-5	58*	x	-16	1.2	-4
25	COc1ccc(OC)c(-n2c(O)c(C=Nc3c(C)n(C)n(-c4ccccc4)c3=O)c(=O)[nH]c2=O)c1	5	-0.3	2	-0.3	-1	1	36	1	0.2	3
26	COc1ccc(N2CCN(C(=O)COc3ccc4ccccc4c3)CC2)cc1	-3	x	16	12	-14	-4	3	3	-0.4	4
27	COc1cc(/C=C/C(=O)O)ccc1OCc1ccc([N+](=O)[O-])cc1	4	1.3	8	-1.3	0	-8	12	-1	-0.8	3
28	Cc1nn(CC(=O)Nc2cccnc2)c(C)c1[N+](=O)[O-]	8	0.2	1	1.9	2	2	12	5	0.5	-2
29	Cc1cc(C(=O)NCCN2C(=O)S/C(=C\c3cccs3)C2=O)ccc1[N+](=O)[O-]	-2	0.0	-1	-0.3	1	1	5	-15	-0.1	-5
30	CNc1ccc(-c2cccc(C(C)=O)c2)cn1	x	1.2	6	i	-6	x	x	x	x	x
31	COc1ccc(Nc2nc(N)nc(CSC(=S)N3CCC(C)CC3)n2)cc1	1	x	0	i	-3	5	-9	5	1.8	-9
32	CCOc1ccccc1-n1nnnc1SCC(=O)N1CCCC1=O	x	1.0	-3	-0.5	-1	4	x	0	-0.7	0
33	CCN(CC)CCCNc1cc(C)nc2cc(-c3cccs3)nn12	2	1.0	4	-0.3	-4	-4	26	-20	0.0	-2
34	Cc1ccc(C(=O)COC(=O)c2cccs2)cc1	3	x	11	i	1	1	4	-32	-0.2	1
35	O=C(Nc1cccc(O)c1)c1ccc(C(F)(F)F)cc1	-3	2.9	1	-0.3	-12	0	25	2	-0.2	0
36	CC12CCC3c4ccccc4CCC3(CO1)C2 (stereo not given)	x	0.2	4	5.3	3	9	x	x	x	x
37	Cc1ccc(C(=O)OCC(=O)N2C(C)CCCC2C)cc1S(=O)(=O)N1CCCCC1 (stereo not given)	x	2.0	7	-2.9	-2	3	x	-10	-0.1	4
38	CCOC(=O)C1=CN(C)CCC1=O	x	1.6	-6	i	-6	10	x	-13	-1.4	x
39	Cc1cc(C)n(C(=O)CNC(=O)CCc2ccccc2)n1	-3	x	7	-0.3	-1	15	-8	-9	-0.2	4
40	O=C(COc1ccccc1)N1CCN(CC2CC=CCC2)CC1 (stereo not given)	-3	1.7	0	i	-7	8	3	7	4.7	5

Single values from the results shown.
BH1578 lux ind result of entry 37 stands at -2.9
MazEF act result of entry 29 stands at 1
Y pestis TopoI result of entry 26 stands at 16
MazEF act result of entry 23 stands at 5

(further entries)
no.	compound	SARS 3CLpro inh	TcdB GH inh	Y pestis TopoI	BH1578 lux ind	Anthrax LF inh2	MazEF act	VHR inh abs	SSB-PriA inh	PfHsp40 yeast	Rv3671c protease
41	Cc1ccccc1NS(=O)(=O)c1ccc2c(c1)NC(=O)CO2	-5	-0.7	8	-0.5	2	3	12	1	-0.7	1
42	CCc1nnc2n1N=C(c1ccc(Cl)cc1)CS2	4	0.8	7	i	3	9	34	-11	-0.3	-4
43	COc1ccc(CCN2CC(C(=O)NCCc3cccnc3)CCC2=O)cc1 (stereo not given)	2	0.8	-13	-1.5	0	4	7	8	-0.1	x
44	CC(Oc1ccccc1)C(=O)Nc1ccc(F)c(S(=O)(=O)N2CCOCC2)c1 (stereo not given)	x	1.7	3	i	x	-20	x	-9	-1.6	x
45	CCSc1nc2c(c(-c3ccc(C)o3)c1C#N)CCCC2	4	x	19	-0.4	-4	-1	0	-24	0.7	-6
46	CCn1c(=O)c(C(=O)NCCNCCO)c(O)c2ccccc21	2	x	-14	-0.2	-3	0	-10	-3	1.6	-2
47	Cc1ccc(N2C(=O)CN=C2Nc2nc(C)cc(C)n2)cc1	6	0.8	1	i	-8	-1	12	-14	0.4	-3
48	Clc1ccc(OCc2cc(-c3ccccc3)no2)cc1Cl	-3	-0.8	9	-6.2	-5	-5	0	-12	1.3	-12
49	Cn1c(N2CCN(C(c3ccccc3)c3ccccc3)CC2)nc2c1c(=O)[nH]c(=O)n2C	-1	1.3	11	i	-4	12	-3	12	0.6	-5
50	CN1CCC(N(C)C(=O)CCc2nc3ccccc3n2-c2ccccc2)CC1	1	0.9	3	-0.4	1	4	30	-1	-0.1	8
51	Cn1c(=O)oc2cc(S(=O)(=O)Nc3ccccc3O)ccc21	-1	1.0	0	-0.3	6	-16	20	8	-0.4	x
52	CCN(CC(=O)Nc1ccc(NC(C)=O)cc1)C(=O)c1ccccc1SCc1c(C)noc1C	x	2.3	8	i	3	-5	x	-3	1.2	17
53	COc1cc(C(O)CNC(C)C)cc(F)c1OC (stereo not given)	x	2.5	-5	11	-4	8	x	-4	-0.8	0
54	Cc1cc(NC(=O)CSc2ncccn2)no1	0	3.7	-2	-0.4	-6	3	4	4	-0.9	-7
55	Cc1ccnc2nc(C(=O)NC3CCCc4ccccc43)nn12 (stereo not given)	2	-1.1	12	-1.5	0	8	18	9	147*	3
56	CCOC(=O)C1CCN(C(=O)COc2ccc(Cl)cc2C)CC1	-6	x	15	-5.3	1	0	-13	-11	0.2	1
57	CC1CCN(CCCn2c(=S)[nH]c3ccccc3c2=O)CC1	-4	x	-1	i	x	-7	24	-8	0.0	-6
58	O=C(NCCC(=O)N1CCN(C(=O)c2ccco2)CC1)c1ccccc1Cl	x	0.9	-5	i	-2	7	x	-6	0.7	2

A portion of the library (hit frequency here may not be typical).
